Compound activity from PubChem BioAssay.
dFosB act: activators of mouse delta FosB homodimer | P13346 | purified delta FosB, TAMRA-CDK5 oligo fluorescence polarization; percent of positive-control signal above neutral wells | activation, % at 25 µM | actives 0.99% (n = 340,000) | AID 493131;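 active means mean activation above about 17%, with every replicate also reaching it, limit read from the data, passing the limit was not always enough; inconclusive means only one of the two conditions met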;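 further: fluorescence polarization rise as delta FosB binds a TAMRA Cdk5 AP-1 oligo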
CDK5 p35 inh: CDK5/p35 (human) kinase inhibition; actives 0.01% (n = 330,000); Recombinant CDK5/p35, ADP-Glo luminescence, 60 min; Q00535+Q15078; inhibition, % at 10 µM;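 active means highest replicate inhibition of at least 50% and at least 75% of replicates reaching 50%; inconclusive means only one of the two criteria met; inactive means both criteria failed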;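 further: plate controls were DMSO neutral control for no effect and GW8510 at 10 µM for full effect; many of its hits are not listed in these tables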
Target sequence (Q00535 whole entry, looked up): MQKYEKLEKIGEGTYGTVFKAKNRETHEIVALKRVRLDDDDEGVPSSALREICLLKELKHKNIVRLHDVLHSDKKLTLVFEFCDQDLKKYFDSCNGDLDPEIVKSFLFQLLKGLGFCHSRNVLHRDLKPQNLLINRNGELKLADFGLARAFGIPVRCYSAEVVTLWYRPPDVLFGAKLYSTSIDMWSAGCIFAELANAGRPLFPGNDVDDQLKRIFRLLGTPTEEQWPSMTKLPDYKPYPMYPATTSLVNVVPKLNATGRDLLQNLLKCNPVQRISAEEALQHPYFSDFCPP
Target sequence (Q15078 whole entry, looked up): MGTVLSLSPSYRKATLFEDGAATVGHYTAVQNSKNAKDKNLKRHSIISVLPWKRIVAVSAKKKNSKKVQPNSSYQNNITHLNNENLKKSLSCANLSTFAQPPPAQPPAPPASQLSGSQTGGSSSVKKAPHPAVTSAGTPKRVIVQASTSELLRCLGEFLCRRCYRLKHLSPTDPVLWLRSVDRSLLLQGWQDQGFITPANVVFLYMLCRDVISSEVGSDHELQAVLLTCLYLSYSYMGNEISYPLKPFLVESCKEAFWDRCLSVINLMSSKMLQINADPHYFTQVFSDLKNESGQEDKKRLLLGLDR
SR-BI HDL uptake: inhibitors of mouse SR-BI mediated HDL lipid uptake. Q61009. ldlA[mSR-BI] CHO cells, DiI-HDL uptake fluorescence, 3 h. inhibition, % at 12.5 µM. actives 0.96% (n = 320,000);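 active means mean replicate inhibition of at least 70% and a set share of replicates each scoring 70 or more; inconclusive means meets just one of the two criteria; inactive means fails both criteria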;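 further: 0% = median of neutral control wells and 100% = median of positive control wells; values of inactives mirror those of a sister screen read the other way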
PvdQ inh: P. aeruginosa PvdQ acylase inhibition. purified PvdQ acylase, fluorescence plate reader. inhibition, % at 10 µM. actives 0.063% (n = 340,000); in the data active means inhibition above about 30%, passing the limit was not always enough; inconclusive means no clear call, values can overlap the other calls;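 further: 0% = vehicle neutral wells and 100% = reference inhibitor wells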
Wnt act: activates Wnt/beta-catenin signaling in a reporter cell assay. activation, % at 9.35 µM. activator, plate reader. actives 1.2% (n = 300,000); in the data active means activation above about 30%, passing the limit was not always enough; inconclusive means no clear call, values can overlap the other calls;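 further: 0% = neutral control wells and 100% = positive control wells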
HTR5A ag ctr: activates human HTR5A in OPRM1-OPRD1 agonist counter-screen. HTR5A agonist assay, luminescence, cell-based. activation, % at 9.3 µM. actives 0.61% (n = 340,000). AID 504692; in the data active means activation mostly above about 9.5%, no sharp cut-off; inactive means mostly below about 7.6%;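 further: 0% = cells with vehicle only and 100% = reference agonist; strong numbers were not always called active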
Target sequence (P47898 whole entry, looked up): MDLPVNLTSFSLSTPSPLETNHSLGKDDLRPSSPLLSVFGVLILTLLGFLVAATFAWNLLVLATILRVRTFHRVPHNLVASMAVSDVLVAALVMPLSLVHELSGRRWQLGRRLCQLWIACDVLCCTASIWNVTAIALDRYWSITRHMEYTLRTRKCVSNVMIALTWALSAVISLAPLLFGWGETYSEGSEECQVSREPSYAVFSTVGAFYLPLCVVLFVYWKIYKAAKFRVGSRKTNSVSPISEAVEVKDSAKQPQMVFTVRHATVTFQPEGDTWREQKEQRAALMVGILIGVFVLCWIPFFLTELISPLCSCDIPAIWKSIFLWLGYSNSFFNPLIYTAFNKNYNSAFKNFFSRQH
HTR5A inv ctr: HTR5A inverse agonism, opioid heterodimer counter-screen. inhibition, % at 9.3 µM. AID 504634. P47898. HTR5A cell line, luminescence. actives 0.083% (n = 340,000); in the data active means inhibition mostly above about 23%, no sharp cut-off; inactive means mostly below about 18%;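 further: 0% = cells with DMSO and 100% = no-cell wells with DMSO; some compounds called inactive have numbers as strong as hits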
NSD2 inh: NSD2 (human) methyltransferase inhibition; O96028; NSD2 peptide methylation, AlphaScreen, 120 min; inhibition, % at 12.5 µM; actives 0.54% (n = 310,000); AID 743445; in the data active means inhibition above about 50%
V-ATPase pHluor: yeast V-ATPase proton transport regulation by pHLuorin. response, % at 10 µM. actives 0.37% (n = 350,000). S. cerevisiae, pHLuorin cytosolic pH fluorescence. AID 504577; in the data active means response mostly above about 7.3%, no sharp cut-off; inactive means mostly below about 5.4%; further: actives read high; inactives centre near 0; some compounds called inactive have numbers as strong as hits; reference of the scale not given here
MITF TRPM1 HTS: increases MITF-driven TRPM1 promoter luciferase signal; SK-MEL-5 TRPM1-promoter luciferase, 24 h; % of positive control, neutral wells = 0; activation, % at 12.5 µM; actives 0.75% (n = 300,000); AID 588334;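 active means mean activation of at least 80% with every replicate also reaching 80%; inconclusive means mean reaches 80% but some replicate falls short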;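 further: 0% = neutral control wells and 100% = parthenolide positive control wells; values of inactives mirror those of a sister screen read the other way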
Active calls of the source: *; u = inconclusive; x = not tested or not shown.

Below each compound – dFosB act, CDK5 p35 inh, SR-BI HDL uptake, PvdQ inh, Wnt act, HTR5A ag ctr, HTR5A inv ctr, NSD2 inh, V-ATPase pHluor, MITF TRPM1 HTS
- O=[N+]([O-])c1ccc(/C=N/n2c(COc3ccccc3)n[nH]c2=S)cc1
  -3.9, 0.5, x, -15.5, x, 6.0, -18.3, 3.3, -0.5, x
- COc1cc(/C=N/n2c(C3CCCCC3)n[nH]c2=S)cc(OC)c1O
  1.4, 2.1, 5.5, -11.8, 0.0, -0.6, 2.2, 6.1, 3.4, 7.3
- CN(CC(=O)NC1CCCCC1)S(=O)(=O)c1ccc2c(c1)c(=O)n(C)c(=O)n2C
  -3.1, 0.5, -2.4, -8.5, -4.1, -4.5, 3.7, -3.5, 6.6, 1.5
- CCOc1ccc(OCC)c(NC(=O)C2CCCN(c3nc(C)cc(C)n3)C2)c1 (centres undefined)
  -0.9, 0.1, 43.9, -2.2, -1.2, 5.7, -9.3, -2.5, 0.1, -2.4
- O=C(CCc1nc2ccccc2c(=O)[nH]1)OCC(=O)N1CCc2ccccc21
  3.1, 0.7, -15.0, -12.5, -2.7, 4.3, 1.2, -1.8, 2.0, -16.1
- CCOC(CN=c1nc(N(C)C)ss1)OCC
  -2.9, -1.3, -4.0, -8.5, 6.7, -5.3, 20.2, -26.8, -0.6, x
- Cc1c(Cl)cnc(NC(=O)COC(=O)[C@H](C)NC(=O)c2ccccc2)c1Cl
  -9.1, 0.5, 12.6, 4.5, -3.5, -0.2, 0.5, 0.7, 1.7, -3.3
- COc1cccc(S(=O)(=O)N2CCN(c3ccccc3F)CC2)c1
  0.5, -2.1, 7.7, -6.4, -2.6, 3.3, 6.5, -2.5, -1.5, x
- CCOC(=O)c1c(NC(=O)CSC(=S)N(C)C)sc(C)c1C
  -10.8, 0.1, 30.4, -9.4, -1.2, -0.7, -2.4, 3.4, 1.7, 1.0
- CCOc1cc(C2NC(=O)NC2=O)ccc1O (centres undefined)
  4.6, 2.2, x, 4.3, -0.9, -3.0, 8.0, 2.0, -3.3, 0.2
- Cc1cc(=O)oc2cc(OC(C)C(=O)Nc3ccc(C(N)=O)cc3)ccc12 (centres undefined)
  -6.1, 1.6, -8.4, 6.1, 0.5, 4.6, -11.3, 0.9, 2.0, -2.1
- COc1ccccc1OCC(=O)NCCS(=O)(=O)N1CCN(c2ccccc2)CC1
  -4.3, 0.4, 6.8, 0.5, -2.1, -2.4, 7.3, -2.0, -0.9, -2.2
- CSc1ccccc1C(=O)NCc1ccc(C)cc1
  -5.1, -0.9, -23.9, 2.1, -1.2, 0.5, 12.8, -1.7, -1.9, -1.1
- CCNC(=O)NC(=O)C(C)Sc1nnc(COc2ccccc2Cl)o1 (centres undefined)
  -1.8, -5.0, 11.0, -8.6, x, -0.4, -7.2, 0.4, 1.1, -2.4
- CCOC(=O)c1nc(Nc2ccccc2)c2ccccc2n1
  -26.4, 0.9, 5.9, -10.8, x, 1.4, -7.9, 1.0, 5.2, 5.3
- c1ccc2c(CCNc3ncnc4nc[nH]c34)cccc2c1
  -2.7, -0.7, -8.1, -7.8, 3.3, -1.2, 3.1, x, -2.7, 11.7
- CN(C(=O)CSc1nnc(Nc2ccccc2)s1)C1CCS(=O)(=O)C1 (centres undefined)
  -0.2, -3.8, -17.0, -9.3, 25.2, -6.7, 16.5, 0.0, -2.8, 7.8
- COc1ccc(N2CCN(C(=O)C3CCN(S(=O)(=O)c4c(C)noc4/C=C/N(C)C)CC3)CC2)cc1
  -20.4, -0.6, 12.4, -6.8, -1.0, -0.2, -29.7, 12.2, -1.6, 1.2
- CCOC(=O)c1cc(CN2CCOCC2)oc1-c1ccccc1
  3.7, -0.6, -7.1, -0.7, -6.6, 4.2, -15.5, -4.7, 8.5, -9.9
- CN(C(=O)COC(=O)CCc1nc2ccccc2c(=O)[nH]1)C1CCS(=O)(=O)C1 (centres undefined)
  0.1, -3.3, 7.3, -6.6, -0.6, -3.9, 12.6, -2.0, -2.1, 1.5
- CN(Cc1ccccc1)C(=O)C1CCC(CNS(=O)(=O)c2cccc3cccnc23)CC1 (centres undefined)
  -16.0, 1.4, x, -12.3, -2.5, -2.7, -3.0, -2.4, -1.0, 2.3
- Cc1cnc(C(=O)OCC(=O)Nc2cc(-c3cc(C)c(C)cc3C)nn2-c2ccccc2)cn1
  -20.4, 0.2, -3.9, -13.2, -0.5, -0.8, -27.6, 0.1, -2.2, -4.3
- CC(N=Cc1ccccc1O)c1ccccc1 (centres undefined)
  2.8, 0.7, -19.4, 7.2, x, -1.9, 6.0, -3.4, -0.3, -9.9
- COc1ccc(-n2ncc3c(=O)n(CC(C)=O)cnc32)cc1
  -6.5, -0.2, -5.2, -6.2, 2.5, 0.7, -2.6, -3.6, -1.2, x
- O=C(N/N=C\c1c(O)ccc2ccccc12)c1cncc(Br)c1
  4.5, 2.4, 142.7*, 6.0, 0.4, 0.3, -1.0, -1.0, 1.2, x
- CC(=O)N1CCOc2ccc(S(=O)(=O)NCCc3ccc(S(N)(=O)=O)cc3)cc21
  -3.0, -0.2, -4.9, 8.2, -1.9, 7.3, 1.7, 2.4, -0.9, -4.2
- CCOc1ccc(CNC(=O)c2ccc(Sc3ccc(C)cc3)c(NC(C)=O)c2)cc1OC
  -7.7, 1.5, 29.3, 10.2, -0.7, 3.1, -10.7, 0.2, -1.0, 1.0
- CC1(OC(=O)CCc2ccccc2)C(=O)C=C2C=C(c3ccc(C#N)cc3)N(CCN3CCOCC3)C=C2C1=O (centres undefined)
  -0.6, 1.9, -6.7, -9.7, 28.9, 0.0, -9.7, x, 2.6, -9.1
- CCN(CC)c1ccc(C=Nc2ccc(C)cc2C)c(O)c1
  -5.7, 1.8, 12.2, -21.4, 11.6, -0.5, -21.8, 5.6, 1.7, 40.4
- Cc1nn(CC(=O)NC(=O)c2ccccc2)c(C)c1[N+](=O)[O-]
  -11.6, 0.6, -13.2, 6.9, -2.9, 2.8, -10.0, 3.1, -2.4, -0.6
- O=C(NC1CCCCC1)[C@H](O)[C@@H](O)C(=O)NC1CCCCC1
  -7.6, -0.6, -16.0, -10.8, -2.6, 9.2, -25.4, -4.7, 0.1, -0.2
- Cc1ccc(-c2csc(NC(=O)CN3CCC(C(N)=O)CC3)n2)cc1
  -8.6, 0.1, -206.1, -7.4, 0.2, 4.5, -1.4, 0.5, 6.5, 4.8
- CN(C(=O)CSc1nnc(CNC(=O)c2ccccc2)o1)c1ccccc1
  2.5, -4.7, -37.6, -14.2, 0.1, 2.1, -5.3, -2.9, 1.2, 5.7
- CC(C)c1ccc(C2CC(c3ccc(Br)cc3)=NN2C(N)=S)cc1 (centres undefined)
  u, -1.1, 5.2, 4.3, x, 1.7, 19.4, -0.3, -7.1, 46.8
- COCCn1c(SCC(=O)c2c[nH]c3ccccc23)nnc1-c1ccncc1
  -10.6, -0.1, -16.3, -9.5, x, 5.1, 18.1, 18.4, -4.2, -15.4
- CN(C)CCCCCCCCCCC(=O)/C=N/O
  -2.6, 0.2, -18.8, -10.9, -0.1, -4.2, 2.2, 2.0, -0.7, 6.0
- CC(Sc1ccc(Br)cc1)C(N)=O (centres undefined)
  -5.3, 0.3, 0.1, -7.5, -3.0, 6.8, -18.2, -6.3, 0.2, 19.5
- O=C(N/N=C/c1ccco1)Nc1ccccc1
  4.3, -1.0, 5.7, 0.7, 38.5*, -0.2, 20.1, 0.8, -2.7, 47.7
- CCCCCCCCOC(=O)/C=C/c1c(C)[nH]c(=O)[nH]c1=O
  -4.8, -1.0, -7.1, -6.7, -0.2, -2.2, -26.1, -1.1, -0.3, -16.2
- CCSc1nc(=O)n(-c2ccccc2)c(C)c1C(C)=O
  -2.1, -1.2, -8.5, -16.7, x, 2.6, -6.8, 4.5, 4.0, -4.1
- Fc1ccc(/C=N/Nc2ccccn2)cc1
  -0.6, 0.3, -6.2, 5.3, u, 3.2, -8.8, 1.9, 5.3, 32.5
- O=C(/C=C(\c1ccc(Cl)cc1)n1cncn1)c1ccc(Cl)cc1
  2.0, -1.6, 22.6, 2.0, x, -2.2, -5.2, x, 0.4, -3.5
- CN(C)c1ccc(/C=C(/NC(=O)c2ccccc2)C(=O)NCCN2CCOCC2)cc1
  -5.1, -4.0, -19.4, -8.5, -1.7, -2.3, 9.2, 2.4, 2.2, -3.3
- C=CCC1(CC=C)CCCN1C(=O)CC1C(=O)NCCN1Cc1ccccc1OC (centres undefined)
  -10.3, -2.6, -10.6, -2.0, 1.4, 4.3, -12.2, 0.8, 5.6, -3.1
- CCOC(=O)c1ccccc1NC(=O)c1ccc2nccnc2c1
  -5.6, 0.8, 25.6, 2.9, -0.8, -3.2, 8.9, 1.8, 1.4, 7.8
- CCN(C(=O)COC(=O)CC(C)c1ccccc1)c1c(N)n(Cc2ccccc2)c(=O)[nH]c1=O (centres undefined)
  8.6, -0.4, 20.5, 2.2, 0.7, 2.7, -6.7, -0.8, 3.6, 7.4
- CN(C)C(=O)CNC(=O)CN1C(=O)NC2(CCCc3sccc32)C1=O (centres undefined)
  -0.1, 1.6, x, -15.2, 1.1, 4.5, -13.4, -7.7, 0.0, 10.0
- Clc1ccc(N2CCN(c3cnc4ccccc4n3)CC2)cc1
  5.1, -0.1, 18.6, -11.4, x, 4.2, -11.9, 2.3, -4.1, 39.2
- COc1cccc(/C=C/C(=O)c2c(O)cc(C)oc2=O)c1O
  0.4, 1.1, 21.1, 2.8, 20.6, -0.6, 1.6, 2.6, -1.2, -7.5
- CCOc1cc(C)c(C(C)C)cc1S(=O)(=O)n1cnc(C)c1
  -0.8, -0.6, -12.1, -14.7, 0.0, x, x, 40.3, -1.3, 2.0
- CN1CCN(C(=O)C2=C[C@@H](c3ccccc3)C[C@@H](OCc3ccc(CO)cc3)O2)CC1
  3.7, 2.9, -27.1, -16.1, -0.5, -2.3, -30.4, x, 1.1, 1.4
- Cc1ccc(CCNC(=O)CNC(=S)N(Cc2ccccc2)Cc2cccnc2)cc1
  -7.8, 1.6, -5.8, -0.3, -1.3, 6.8, -2.6, 26.1, -1.8, -0.9
- Cc1ccc(N(CCC#N)C(=O)CCl)cc1C
  -3.6, -1.9, -1.5, -17.0, -8.4, 1.4, -4.0, -2.3, 7.3, -24.0
- c1ccc(OCCOc2ccccc2-c2nnco2)cc1
  2.1, -0.9, 35.4, -7.7, 15.1, -3.6, 0.3, -0.3, -1.6, 11.3
- Cc1cc(C)cc(OCC(=O)N(Cc2ccccc2)C2CCS(=O)(=O)C2)c1 (centres undefined)
  -7.6, 0.3, 13.8, -5.4, -3.1, -3.3, 8.1, 5.8, 2.5, -4.7
- CCCCOC(=O)c1nnc(-c2ccc(Cl)cc2)o1
  0.3, -0.8, -12.6, -12.1, 1.8, 10.5, -27.2, -2.1, -2.6, -8.4
- COc1ccc(CC(=O)OCC(=O)NCc2ccccc2Cl)cc1
  -5.2, -0.5, -19.1, 3.7, -0.5, -0.1, 0.4, -2.3, -0.3, 0.1
- COc1cc(CNCCC2CCOC(C)(C)C2)ccc1O (centres undefined)
  6.9, -0.2, -1.6, -2.6, x, -0.2, 0.6, x, -0.8, -5.1

With a hit mark in Wnt act, among the entries above:
canonical_smiles	dFosB act	CDK5 p35 inh	SR-BI HDL uptake	PvdQ inh	Wnt act	NSD2 inh	V-ATPase pHluor	MITF TRPM1 HTS
O=C(N/N=C/c1ccco1)Nc1ccccc1	4.3	-1.0	5.7	0.7	38.5*	0.8	-2.7	47.7
